Compound activity (PubChem)
GLP1R cytotox = cytotoxicity counter-screen for GLP-1 receptor inverse agonists. HEK293 cAMP-luciferase reporter cells, luminescence, 24 h. Potency, µM (series often up to 38.3 µM), for inactives: at the top dose activity change, negative = inhibition, hits mostly inhibitors. 0.13% of 410,000 active;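 also: loss of luciferase light is scored as toxicity; potency is read from the fitted curve at half-maximal effect; % is scaled to controls: 0 for no effect and ±100 for the full control effect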
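Cells in DMEM/10% Nu serum/1% pen-strep, 1536-well format. Pre-incubated 12 h, dosed with 23 nL compound, incubated a further 24 h. Luciferase detection, 12 min at room temp, luminescence.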
MmCpn inh = blocks the Methanococcus maripaludis chaperonin Mm-Cpn | 0.031% of 330,000 active | Potency, µM (titrated, usually from 76.9 µM), for the others: top-dose activity, negative = inhibition, actives largely listed as inhibitors | purified Mm-Cpn ATPase, ADP Transcreener TR-FRET; also: potency is read from the fitted curve at half-maximal effect; % is scaled to controls: 0 for no effect and ±100 for the full control effect; nearly all actives have a fitted effect of over 80% in size
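Purified archaeal Mm-CPN (25nM final) preincubated 10 min at 37degC with compound, then 10uM ATP for 30 min at 37degC; ADP measured by HTRF Transcreener TR-FRET; buffer 30 mM TRIS pH 7.4, 100mM KCl, 5mM MgCl2, 1mM DTT.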
TDP43 rescue = rescues yeast growth from TDP-43 toxicity. TDP-43 expressing yeast growth rescue, BacTiter-Glo, 24 h. Potency, µM (top dose mostly 46.1 µM), inactives show top-dose growth rescue (activation), hits mostly activators. 1.8% of 410,000 active. AID 652104; also: potency is read from the fitted curve at half-maximal effect; % of control where 0% means no effect; nearly all actives have a fitted effect of over 50% in size
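Galactose-induced TDP-43 yeast, OD600=0.02, compound pinned; 24 hr, 30 deg C; BacTiter-Glo luminescence for growth. Inhibitors of TDP-43 toxicity read as activators.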
GLP-1R inv ag = GLP-1 receptor (human) inverse agonism; P43220; HEK293 GLP-1R CRE-luciferase, luminescence, 24 h; GLP-1R form is constitutively active; Potency, µM (doses to about 38.3 µM), for inactives: at the top dose activity change, negative = inhibition, actives largely listed as inhibitors; 1.6% of 410,000 active; AID 624417; also: potency is read from the fitted curve at half-maximal effect; % is scaled to controls: 0 for no effect and ±100 for the full control effect; nearly all actives have a fitted effect of over 55% in size
Target sequence (P43220 whole entry, looked up): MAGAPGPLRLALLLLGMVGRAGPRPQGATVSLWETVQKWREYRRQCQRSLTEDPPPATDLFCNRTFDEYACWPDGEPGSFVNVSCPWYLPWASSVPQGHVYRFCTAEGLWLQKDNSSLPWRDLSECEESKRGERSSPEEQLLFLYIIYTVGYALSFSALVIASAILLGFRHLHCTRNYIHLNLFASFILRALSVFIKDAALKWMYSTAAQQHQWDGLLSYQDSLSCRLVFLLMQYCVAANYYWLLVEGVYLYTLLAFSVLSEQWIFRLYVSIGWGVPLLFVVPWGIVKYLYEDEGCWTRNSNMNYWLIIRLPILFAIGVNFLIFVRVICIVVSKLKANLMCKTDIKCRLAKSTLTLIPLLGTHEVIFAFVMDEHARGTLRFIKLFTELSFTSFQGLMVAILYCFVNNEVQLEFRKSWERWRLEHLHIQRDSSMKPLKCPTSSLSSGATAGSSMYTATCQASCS
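Using stably transfected HEK293 (constitutively active GLP-1R, cAMP-luciferase reporter), compounds were incubated 24 hr and luciferase measured by luminescence.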
FUS yeast rescue = FUS proteinopathy suppression in yeast | Potency, µM (highest dose often 76.6 µM), without a hit: at the highest dose growth rescue (activation), hits mostly activators | 0.24% of 390,000 active | S. cerevisiae FUS-expressing, growth rescue, OD600, 24 h;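 also: potency is read from the fitted curve at half-maximal effect; plate controls were DMSO vehicle for no effect and reference control for full effect; nearly all actives have a fitted effect of over 55% in size; some results filed as inactive show a strong effect at the top dose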
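Quantitative HTS measuring growth restoration of FUS-toxic yeast. Galactose-induced cells (OD 0.005) were exposed 24hr at 30C to compounds at several concentrations, then absorbance at 600 nm was recorded.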
PTHR1 agonist = agonists of human PTHR1 parathyroid hormone receptor; HEK293 GP2 PTHR1 cells, GloSensor cAMP luminescence, 1 h; 0.075% of 410,000 active; Potency, µM (titrated, usually from 115 µM), for inactives: at the top dose activation, actives largely listed as activators; Q03431; AID 743266; also: potency is read from the fitted curve at half-maximal effect; nearly all actives have a fitted effect of over 55% in size; some results filed as inactive show a strong effect at the top dose; inactives centre near -15; many of its hits are not listed in these tables
Target sequence (Q03431 whole entry, looked up): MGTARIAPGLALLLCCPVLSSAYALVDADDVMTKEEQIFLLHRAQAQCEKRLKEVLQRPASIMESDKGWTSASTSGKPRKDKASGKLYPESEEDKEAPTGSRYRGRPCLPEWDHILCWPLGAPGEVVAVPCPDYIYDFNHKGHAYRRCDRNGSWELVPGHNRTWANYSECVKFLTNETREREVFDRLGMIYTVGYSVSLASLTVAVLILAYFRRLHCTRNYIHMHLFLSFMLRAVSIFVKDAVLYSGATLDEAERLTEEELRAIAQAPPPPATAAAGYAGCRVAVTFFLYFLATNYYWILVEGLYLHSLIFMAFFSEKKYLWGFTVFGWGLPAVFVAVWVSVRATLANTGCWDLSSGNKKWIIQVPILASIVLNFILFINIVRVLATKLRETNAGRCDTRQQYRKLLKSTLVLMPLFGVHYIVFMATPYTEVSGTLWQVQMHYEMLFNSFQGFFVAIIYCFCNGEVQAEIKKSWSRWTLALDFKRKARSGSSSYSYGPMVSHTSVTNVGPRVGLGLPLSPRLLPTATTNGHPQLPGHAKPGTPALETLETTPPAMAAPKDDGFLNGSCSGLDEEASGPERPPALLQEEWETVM
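HEK-293-derived GP2 cells expressing PTHR1 and a GloSensor cAMP reporter, 3,000/well, plated overnight, given luciferin plus IBMX (each 0.5 mM as added) for 1 h at 37 °C, then compound for 1 h at 37 °C. Luminescence was read after 15 min at room temperature.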
aSyn rescue = alpha-synuclein toxicity inhibition in yeast; Yeast expressing alpha-synuclein, growth rescue, BacTiter-Glo, 24 h; Potency, µM (doses to about 46.1 µM), for the others: top-dose growth rescue (activation), hits mostly activators; 0.14% of 370,000 active; AID 652106; also: potency is read from the fitted curve at half-maximal effect; % of control where 0% means no effect; nearly all actives have a fitted effect of over 65% in size
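Galactose-induced alpha-syn yeast (OD600=0.02, raffinose-pregrown) + pinned cpd, 24 hr, 30 deg C; growth by BacTiter-Glo luminescence. Growth restoration scores as activation.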
Akt phos inh = blocks phosphorylation of Akt. Neuro2A IGF-stimulated pAkt S473 HTRF, 20 min; active compounds read low. activity change, % for hits at 50 µM. 0.32% of 360,000 active; in the data active = activity change below about -80%; inconclusive = mostly about -51% to -80%; also: % is scaled to controls: 0 for no effect and ±100 for the full control effect
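Neuro2A cells in DMEM with 0.5% FBS, overnight at 37 deg C, given compound at single 50 µM final, then IGF (6 nM final) for 20 min at 37 deg C. Lysed; phospho-Akt Ser473 by HTRF after 24 h, 665/615 ratio.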
Abeta rescue = compounds reversing amyloid beta toxicity in yeast; yeast expressing A-beta42, growth rescue, OD600, 48 h; response scale: 0% DMSO, 100% iron-clioquinol control; Potency, µM (series often up to 46.1 µM), without a hit: top-dose growth rescue, actives largely listed as activators; 0.063% of 410,000 active; also: potency is read from the fitted curve at half-maximal effect; nearly all actives have a fitted effect of over 55% in size
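Growth rescue measured by 600 nm absorbance after 48 h yeast culture at 30 C with compound. Values normalized between DMSO and an equimolar ferric chloride plus clioquinol control.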
Active calls of the source: *; i = inactive; ? = inconclusive; · = not tested or not shown; [ ] = remark or other dose. Unless noted, calls follow the shape of the dose curve; as a rule, active = well fitted curve in the direction sought with a large enough effect; inconclusive = small, poorly fitted or top-dose-only effect, or another doubt; inactive = no such curve, though single readings can be large; an effect the other way counts as inactive or inconclusive. These rows are one share of the data; rates above refer to the full screens.

structure | GLP1R cytotox | MmCpn inh | TDP43 rescue | GLP-1R inv ag | FUS yeast rescue | PTHR1 agonist | aSyn rescue | Akt phos inh | Abeta rescue
CCOC(=O)c1c(NC(=S)Nc2ccccc2)sc2c1CC(C)(C)SC2 | -29% | 50µM* | 5% | -20% | 6% | -8% | 2% | i | -11%
CC(C)c1ccc(NC2CCCN(C(=O)CCN3Cc4ccccc4C3=O)C2)cc1 (stereo unspecified) | -7% | -3% | 21% | ? | 30% | -30% | -4% | i | 7%
[O-][n+]1ccc(OCc2ccccc2)cc1 | 7% | · | 4% | 16% | -2% | -23% | -2% | i | -4%
O=C(COC(=O)CCC(=O)c1cccs1)Nc1cccc(F)c1 | 0% | 1% | 24% | 11% | -27% | -19% | 0% | i | -4%
CCOC(=O)Cc1csc(NS(=O)(=O)c2ccc(F)cc2)n1 | 0% | 2% | 22% | 0% | 0% | i | 5% | i | 20%
CC(=O)Nc1ccccc1Sc1ccc2c3c(cccc13)C(=O)N(c1ccc(C)cc1)C2=O | 5% | 3% | -15% | 1% | -5% | -11% | 11% | i | -18%
Cn1ccc2c(N3CCCCCC3)cc3c(c21)C1CCC3O1 (stereo unspecified) | 2% | · | 29% | -5% | 1% | -16% | -8% | i | -9%
CC(C)(C)OC(=O)N1CCC(NC(=O)c2nc[nH]c2C(=O)N2CCc3ccccc3C2)CC1 | 12% | -2% | 4% | 6% | 17% | i | -7% | i | 5%
CCN(C(=O)CCS(=O)(=O)c1cc(Br)cc2c1N(C(=O)C1CC1)CC2)c1cccc(C)c1 | 6% | · | 7% | 16% | -5% | i | · | · | 3%
CCNC(=O)c1c(NC(=O)C2COc3ccccc3O2)sc2c1CCCC2 (stereo unspecified) | -8% | 0% | 18% | 6% | -13% | i | 12% | i | 10%
C=CCN1C(=O)c2ccccc2NC1c1ccc(Br)s1 (stereo unspecified) | 3% | 0% | 29% | ? | 7% | -2% | 13% | i | -17%
Cc1nn(CC(=O)NCc2ccc(Cl)cc2)c(=O)c2cc3sccc3n12 | 4% | · | 11% | 6% | -14% | ? | · | · | -21%
CCCCN(C(=O)c1ccc(S(=O)(=O)N2CCC(C)CC2)cc1)C1CCS(=O)(=O)C1 (stereo unspecified) | -12% | -1% | 9% | 14% | 18% | i | 7% | i | 8%
C=CCn1c(SCc2cc(C(=O)OC)c(C)o2)nnc1-c1ccncc1 | 6% | 0% | 18% | 42%[activator] | 31% | -16% | -1% | i | 0%
CN(CC(=O)Nc1cccc(C(F)(F)F)c1)S(=O)(=O)c1ccc2[nH]c3c(c2c1)CCCC3 | -17% | · | 34% | ? | 36% | -31%[inhibitor] | · | · | 7%
Cc1ccc(NC(=O)C(Cc2ccccc2)NS(=O)(=O)c2ccc3c(c2)oc(=O)n3C)cc1F (stereo unspecified) | 6% | · | 1% | -7% | 13% | ? | · | · | -11%
Cc1cc(C)c(S(=O)(=O)Nc2ccc(C(=O)O)cc2)cc1S(=O)(=O)Nc1ccc(C(=O)O)cc1 | 2% | · | -18% | 5% | 9% | 9% | 10% | i | -12%
C/C(=N\NC(=O)Cc1ccc(Cl)c(Cl)c1)c1cccnc1 | -4% | -1% | 8% | -6% | 10% | -38%[inhibitor] | 3% | i | 5%
CCn1c(C)cc(/C=C2\SC(=O)N(CC(=O)Nc3ccc(C)c(C)c3)C2=O)c1C | -13% | -1% | 3% | 5% | 2% | -8% | 4% | i | 7%
CCCCCCC(=O)N1C/C=C\C(c2ccc(OC)cc2)N(Cc2ccc(F)cc2)C(=O)[C@H]1Cc1ccccc1 (stereo partly specified) | -7% | 1% | 4% | ? | 4% | -7% | -9% | i | -1%
COC(=O)c1c(-c2ccccc2)nn(-c2ccccc2)c1C(=O)OC | 1% | -2% | 44% | ? | -27% | -8% | 0% | i | 5%
COc1ccc2oc(C(=O)NC(C)(C)C)c(C)c2c1 | 0% | 0% | · | -24% | 12% | i | 2% | i | 10%
O=C(O)c1cc(NN=Nc2cccc(S(=O)(=O)O)c2)cc([N+](=O)[O-])c1 | -12% | -2% | 4% | 13% | -21% | -3% | -1% | i | -18%
COCCCNC(=O)C1CCCN(S(=O)(=O)c2ccc3c(c2)oc(=O)n3C)C1 (stereo unspecified) | -14% | · | 9% | 1% | -38% | -10% | · | · | -9%
CCN1C(=O)/C(=C2\SC(=S)N(NC(=O)c3cccnc3)C2=O)c2ccccc21 | 0% | -4% | 3% | 8% | 18% | i | -9% | i | 8%
O=C(c1ccc2c(c1)OCO2)N1CCN(c2ccccc2F)CC1 | -24% | 0% | 12% | ? | -1% | i | 3% | i | 0%
Nc1nnc(Cc2ccccc2)s1 | -1% | 1% | 6% | 0% | 3% | i | -4% | i | 10%
O=C(Cc1cccc(C(F)(F)F)c1)Nc1cc(S(=O)(=O)N2CCOCC2)ccc1N1CCCC1 | 1% | -5% | 14% | -22% | 19% | i | 2% | i | 14%
CCC(CC)C(=O)Nc1cccc(C(=O)c2ccccc2)c1 | 2% | 1% | -7% | 0% | 17% | -38%[inhibitor][57.5 µM] | -2% | i | -12%
Cc1cc2nc3c(=O)n(Cc4ccccc4)c(=O)[nH]c3nc2cc1N | 157%[activator] | -2% | 0% | -10% | 48% | -17% | 2% | i | -9%

The last 2 compounds of the part before lead into the next.
structure | GLP1R cytotox | MmCpn inh | TDP43 rescue | GLP-1R inv ag | FUS yeast rescue | PTHR1 agonist | aSyn rescue | Akt phos inh | Abeta rescue
CCC(CC)C(=O)Nc1cccc(C(=O)c2ccccc2)c1 | 2% | 1% | -7% | 0% | 17% | -38%[inhibitor][57.5 µM] | -2% | i | -12%
Cc1cc2nc3c(=O)n(Cc4ccccc4)c(=O)[nH]c3nc2cc1N | 157%[activator] | -2% | 0% | -10% | 48% | -17% | 2% | i | -9%
O=C1N=C(N2CCCC2)S/C1=C\c1cccc(Br)c1 | -18% | -2% | ? | ? | 5% | -24%[57.5 µM] | 2% | i | -29%
Cc1ccnc(NC(=O)CCNS(=O)(=O)c2ccc(C)c(C)c2)c1 | -6% | 0% | 0% | ? | 12% | -42%[inhibitor] | 0% | i | -3%
Cc1c(CN2CCN(CC(C)(C)C)C(CCO)C2)[nH]c2ccccc12 (stereo unspecified) | -22% | 0% | -2% | ? | 24% | i | 3% | i | -13%
CC1(c2ccc3c(c2)OCCO3)NC(=O)N(CC(=O)c2ccc[nH]2)C1=O (stereo unspecified) | 2% | -2% | -17% | 8% | ? | -34%[inhibitor] | 12%[1.84 µM] | i | -1%
COc1ccc([C@H]2C[C@H](n3cc(COC(=O)c4ccccc4)nn3)[C@@H](O)CN2Cc2cccs2)cc1 | -2% | · | 12% | ? | ? | -8% | ? | i | 9%
NC(=O)C1c2ccccc2CSc2ccccc21 (stereo unspecified) | 5% | 1% | -1% | 0% | -2% | -7% | 2% | i | 23%
O=C(c1ccc2c(=O)n(C3CCCC3)c(=S)[nH]c2c1)N1CCc2ccccc21 | 3% | -2% | 26% | 0% | -6% | -13% | 0% | i | 13%
Cc1ccc(S(=O)(=O)N2CCOCC2)cc1NC(=O)COC(=O)COc1ccccc1[N+](=O)[O-] | 6% | 0% | -4% | 10% | 9% | i | -2% | i | -4%
O=C(Nc1nnc(S(=O)(=O)N2CCN(c3ccc(F)cc3)CC2)s1)c1ccco1 | -6% | -1% | 6% | -1% | 0% | i | 1% | i | -5%
COc1ccc2cc3cc(C(=O)N4CCN(c5cccc(Cl)c5)CC4)sc3nc2c1 | 0% | · | -2% | 9% | -21% | i | · | · | -2%
Cc1ccc(NC(=S)NC2CC3CCCC(C2)N3Cc2ccco2)cc1 (stereo unspecified) | -4% | 2% | -10% | ? | -12% | i | 5% | i | -9%
Cc1ccc(CSc2ccc(S(=O)(=O)N3CCCCC3)cn2)cc1 | 10% | -1% | 10% | 9% | 11% | -15% | 8% | i | 11%
CC(=O)C12CCCCC1CC1[C@@H]3CC(C)C4=CC(=O)CC[C@]4(C)C3CC[C@@]12C (stereo partly specified) | 2% | 0% | -9% | -2% | -12% | -23% | 1% | i | -12%
CCN(CC)S(=O)(=O)c1ccc(Cl)c(NC(=O)c2ccncc2)c1 | 8%[7.66 µM] | 1% | 8%[9.22 µM] | 13%[7.66 µM] | 29% | i | -2% | i | 5%
Cc1ccc(-c2nc3ncccn3c2Nc2ccc3c(c2)OCO3)o1 | -6% | -9% | 4% | -1% | 15% | i | 0% | i | 0%
CC(C)C(=O)Nc1ccc2oc(-c3cc(F)c(F)cc3Cl)nc2c1 | -2% | ? | 19% | 9% | 25% | i | -3% | i | 10%
COC(=O)c1ccccc1NC(=O)CN1CCc2ccccc2C1 | 3% | ? | -6% | ? | 3% | -10% | 3% | i | 10%
CC1=C(C(=O)N(C(C)C)C(C)C)CC(CC(=O)NC2CCCC2)C(=O)N1CCCN1CCCC1=O (stereo unspecified) | -8% | · | 1% | 10% | -7% | -7% | -3% | i | -13%
O=C(CSc1n[nH]c(=O)n1Cc1ccccc1)Nc1ccc(N2CCOCC2)cc1 | 22% | 1% | 4% | 14% | 16% | -62%[inhibitor] | -11% | i | 3%
Cc1ccc(C)n1-c1ccc(NC(=O)c2ccccc2)cc1 | -24% | 2% | 0% | 18% | ? | i | 10% | i | -10%
Cc1ccc(-c2cc(C(=O)O)n(Cc3ccccc3)n2)cc1 | 3% | · | ? | 6% | -1% | i | · | · | -24%
Cc1noc(-c2ccccc2)c1NC(=O)Nc1ccccc1 | 1% | 2% | -7% | 0% | 11% | i | 0% | i | 0%
CC1CN(CCCSc2ccc(Cl)cc2)CC(C)O1 (stereo unspecified) | 1% | -2% | 13% | ? | -6% | -14% | 1% | i | -16%
